STEP block: STEP (human) phosphatase inhibition | P54829 | recombinant STEP, OMFP fluorogenic substrate, fluorescence | inhibition, % at 20 µM | 0.25% of 360,000 active | AID 588621;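 active = inhibition at 20 µM, scaled per plate between control wells, above about 37%, limit read from the data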;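 note: 0% = DMSO with enzyme and substrate and 100% = substrate only without enzyme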
Target sequence (P54829 whole entry, looked up): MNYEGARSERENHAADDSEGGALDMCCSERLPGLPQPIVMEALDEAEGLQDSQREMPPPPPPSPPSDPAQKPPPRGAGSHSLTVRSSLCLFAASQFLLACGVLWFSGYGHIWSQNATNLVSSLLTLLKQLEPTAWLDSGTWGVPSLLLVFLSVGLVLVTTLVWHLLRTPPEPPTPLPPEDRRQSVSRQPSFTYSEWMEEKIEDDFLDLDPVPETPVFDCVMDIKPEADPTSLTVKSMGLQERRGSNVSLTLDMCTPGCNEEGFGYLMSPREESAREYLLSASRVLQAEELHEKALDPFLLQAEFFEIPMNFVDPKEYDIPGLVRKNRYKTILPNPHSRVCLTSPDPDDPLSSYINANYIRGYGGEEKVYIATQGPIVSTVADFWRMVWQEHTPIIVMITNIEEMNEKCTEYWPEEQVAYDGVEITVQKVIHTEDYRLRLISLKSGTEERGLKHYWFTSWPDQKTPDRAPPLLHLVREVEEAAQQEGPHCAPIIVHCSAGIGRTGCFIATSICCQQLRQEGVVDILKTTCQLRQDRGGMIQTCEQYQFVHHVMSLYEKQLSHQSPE
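System: STEP phosphatase, cell-free reaction; Buffer or medium: Bis-Tris pH 6.0 buffer with DTT, detergent; Incubation: 20 min at room temperature, dark; Measured by: fluorescence, 480/540 nm.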
MT1-MMP act inh: inhibitors of human MT1-MMP activation; 0.061% of 360,000 active; GFP/RFP ratio change, % at 20 µM; P50281; HT1080 RFP-PRO-GFP cells, GFP/RFP ratio fluorescence, overnight; percent of plate control window, DMSO zero;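 active = GFP/RFP ratio change of at least 30% with cell ATP level not reduced by more than half and red fluorescence within 50% of control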; note: strong numbers were not always called active
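Compound: 20 µM single dose, 1% DMSO / System: HT1080 RFP-PRO-GFP cells / Controls: DMSO and RFP-L50D-GFP cell wells / Read-out basis: GFP/RFP fluorescence ratio / Schedule: overnight compound exposure at 37 °C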
LMPTP block: LMPTP (human) inhibition | P24666 | AID 651560 | 0.22% of 360,000 active | recombinant LMPTP-A, OMFP fluorogenic substrate, fluorescence intensity | inhibition, % at 20 µM;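 active = compounds that cut the enzyme signal by at least half of the control window in the single-dose screen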;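 note: plate controls were DMSO wells with enzyme plus substrate for no effect and substrate without enzyme for full effect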
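Test system: LMPTP-A phosphatase enzyme; input: 0.625 nM LMPTP-A final; reagent: OMFP substrate, 400 µM final; compound dosing: 20 µM single dose, 3% DMSO; incubation: 50 min dark incubation at room temperature; measured by: endpoint fluorescence intensity from OMFP dephosphorylation; measure: % inhibition relative to no-enzyme and uninhibited control wells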
SKN-1 inh: C. elegans SKN-1 inhibition; C. elegans VP596 Pgst-4::GFP/RFP ratio, acrylamide-induced, 24 h; inhibition, % at 21.8 µM; 0.49% of 360,000 active;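 active = interference check ratio from 0.5 to 1.5 plus GFP to RFP signal ratio inhibition reaching or exceeding a fixed threshold, cut at about 30% in these data, passing the limit was not always enough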; note: some compounds called inactive have numbers as strong as hits
DNMT1 block: inhibitors of human DNMT1; P26358; DNMT1 molecular beacon, Hinp1I cleavage, fluorescence; inhibition (reported as % activation of signal), % at 10 µM; 0.83% of 360,000 active; in the data active = inhibition above about 50%
Scp1 inh: Scp-1 (human) phosphatase inhibition; Q9GZU7; inhibition, % at 20 µM; Recombinant Scp1, phosphopeptide, malachite green phosphate absorbance; AID 493091; 0.88% of 340,000 active;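 active = inhibition above about 50% at 20 µM, limit read from the data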;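 note: plate controls were DMSO wells with enzyme for no effect and wells lacking enzyme for full effect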
Target sequence (Q9GZU7 76-261 limits assumed): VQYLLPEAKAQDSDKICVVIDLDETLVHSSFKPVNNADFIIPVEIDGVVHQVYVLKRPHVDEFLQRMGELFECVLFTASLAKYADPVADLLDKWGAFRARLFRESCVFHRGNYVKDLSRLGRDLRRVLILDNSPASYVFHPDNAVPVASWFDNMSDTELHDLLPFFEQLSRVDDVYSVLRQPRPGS
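Times: enzyme reaction 45 min at room temperature, colour 5 min, stabilisation 30 min. Material: SCP-1 catalytic fragment, aa 76-261. Medium: Acidic Tris acetate buffer with magnesium and detergent. Signal: colorimetric free-phosphate detection, absorbance 630 nm. Read-out basis: % inhibition of SCP-1 phosphate liberation. Reagent: Phosphorylated 17-residue peptide substrate.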
Rpn11 inh: blocks the human proteasome subunit Rpn11 | O00487 | human 26S proteasome, Ub4-pepOG fluorescence polarization; 20S core pre-blocked with epoxomicin | calls only at 20 µM | 0.59% of 360,000 active;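 active = inhibition at 20 µM, scaled to each plate's controls, above about 33%, limit read from the data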
Target sequence (O00487 whole entry, looked up): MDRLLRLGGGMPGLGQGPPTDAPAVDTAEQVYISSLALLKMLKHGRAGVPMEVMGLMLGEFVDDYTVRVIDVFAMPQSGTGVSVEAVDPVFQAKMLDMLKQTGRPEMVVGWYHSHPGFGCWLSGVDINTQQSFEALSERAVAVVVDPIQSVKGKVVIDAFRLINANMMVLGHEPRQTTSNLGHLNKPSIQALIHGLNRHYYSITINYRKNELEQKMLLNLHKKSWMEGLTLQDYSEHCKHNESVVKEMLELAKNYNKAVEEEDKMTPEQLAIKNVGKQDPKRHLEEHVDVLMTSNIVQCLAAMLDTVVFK
NadD inh: blocks S. aureus nicotinate mononucleotide adenylyltransferase; purified NadD enzyme, colorimetric absorbance read-out; inhibition, % at 20 µM; 0.78% of 360,000 active; AID 602399; in the data active = inhibition above about 26%; note: some compounds past the cut are filed as inactive
SUMO1 PPI mod: SUMO1-SIM interaction modulation. inhibition, % at 20 µM. P63165. 0.33% of 360,000 active. SUMO1 binding to a labelled peptide, TR-FRET, 1 h; in the data active = inhibition above about 37%
CendR NRP1 mod: alters CendR peptide binding to human NRP-1 | FAM-RPARPAR peptide binding to NRP-1, fluorescence polarization | inhibition, % at 25 µM | 0.85% of 360,000 active;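 active = inhibition or corrected inhibition above about 18%, plus a signal ratio from 0.5 to 1.5, limit read from the data, passing the limit was not always enough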; note: strong numbers were not always called active
Starred values were filed as active, the others as inactive; i = inactive; . = not tested or not shown.

SMILES	STEP block	MT1-MMP act inh	LMPTP block	SKN-1 inh	DNMT1 block	Scp1 inh	Rpn11 inh	NadD inh	SUMO1 PPI mod	CendR NRP1 mod
C[C@@H]1NC(=O)c2cc([N+](=O)[O-])cc(I)c2NCCCC[C@@H](C(N)=O)NC(=O)[C@H](CCC(=O)O)NC1=O	-1	0	0.2	22	4	27	i	3	4	-21
COC(=O)CCCNS(=O)(=O)c1ccc2ccccc2c1	-5	6	0.4	-17	-3	-7	i	-8	-4	10
C=CCN(CC=C)C(=O)c1ccc(OC2CCN(S(=O)(=O)N(C)C)CC2)cc1	-3	1	-2.7	3	-1	-13	i	-7	3	22
COc1ccc(Cc2nc3ccc(C(=O)NCC4CCOCC4)cc3o2)cc1OC	10	3	0.1	3	1	-2	i	0	-6	3
COc1ccccc1-n1c(SC)nc2c(sc(=S)n2-c2ccccc2)c1=O	2	-2	2.3	6	-1	-18	i	-6	-2	-8
O=C(NCCCNC(=O)c1ccccn1)c1ccc(Cl)cc1	2	-3	-1.0	16	1	-4	i	5	2	2
O=C1CCCCN1CCC(=O)N1CCCC(N2CCN(c3cccc(Cl)c3)CC2)C1 (configuration not stated)	-3	3	-0.8	2	4	1	i	1	-1	25*
O=C(CC1SC(N2CCCCC2)=NC1=O)Nc1ccc(C(=O)Nc2ccccc2)cc1 (configuration not stated)	0	-4	0.1	7	-2	4	i	6	-2	10
N#Cc1ccc(NC(=O)CN2CCN(c3ccccn3)CC2)cc1	-3	1	0.8	7	-2	-3	i	-2	1	0
CCCCN(CC)CCNC(=O)C1CCCN(S(=O)(=O)c2cccc3nsnc23)C1 (configuration not stated)	0	2	0.0	-6	-2	-6	i	1	-28	18
CC(=O)Nc1ccc(N2C(=O)CSC2c2cccc([N+](=O)[O-])c2)cc1 (configuration not stated)	-1	6	-0.8	3	0	-7	i	-4	-13	-23
CCNC(=O)C1(C)CCCN(Cc2csc(-c3ccccc3)n2)C1 (configuration not stated)	-2	-11	-1.2	2	-5	.	i	-4	-3	-10
CCOc1ccccc1C(=O)Nc1ccc(C(=O)c2ccccc2)cc1	-2	0	2.6	-4	5	-8	i	-8	2	10
COc1ccccc1N(CC(=O)N/N=C(\C)c1ccccc1O)S(=O)(=O)c1ccc(C)cc1	2	-7	3.0	-3	-1	-9	i	10	6	14
CC(=O)N1c2ccc(S(=O)(=O)N3CCC(C(=O)N4CCCC(C)C4)CC3)cc2CC1C (configuration not stated)	1	4	-0.2	16	1	-6	i	3	2	-6

Marked active in CendR NRP1 mod (from the list above):
SMILES	STEP block	MT1-MMP act inh	LMPTP block	SKN-1 inh	DNMT1 block	Scp1 inh	Rpn11 inh	NadD inh	SUMO1 PPI mod	CendR NRP1 mod
O=C1CCCCN1CCC(=O)N1CCCC(N2CCN(c3cccc(Cl)c3)CC2)C1 (configuration not stated)	-3	3	-0.8	2	4	1	i	1	-1	25*

The results go on.
SMILES	STEP block	MT1-MMP act inh	LMPTP block	SKN-1 inh	DNMT1 block	Scp1 inh	Rpn11 inh	NadD inh	SUMO1 PPI mod	CendR NRP1 mod
Cc1cc(N2C(=O)c3ccccc3C2=O)n(C)n1	-3	2	-1.9	3	1	-1	i	4	-13	10
COc1cc(/C=C2\Oc3cc(O)ccc3C2=O)ccc1O	-1	-72	1.2	4	3	-1	.	3	-36	-135
COc1cc(C(c2nnnn2C2CCCC2)N2CCc3ccccc3C2)ccc1O (configuration not stated)	-3	-5	-2.0	-13	0	-2	i	-5	1	1
S=c1nc(-c2sccc2OCc2ccc(Cl)cc2Cl)[nH][nH]1	3	-1	1.7	10	0	-9	i	7	7	4
Cc1nc(NCCCO)c(C#N)c2c1COC(C)(C)C2	-1	0	-0.2	-11	3	-4	i	1	-2	5
O=C(Nc1cccc(-c2nnn(CC(=O)N3CCc4ccccc4C3)n2)c1)C1CCC1	1	2	1.4	16	-6	0	i	-3	-4	-3
CN(C)c1cccc2c1c(NC(=O)Nc1ccc(F)cc1F)nn2C	3	2	-1.0	-3	0	-7	i	-2	2	4
COCc1ccccc1C1=CC(=O)C[C@H](c2ccc(F)cc2)C1	-1	0	-0.9	-4	2	-6	i	-3	2	13
N=c1c(C(=O)NCc2ccco2)cc2c(=O)n3ccccc3nc2n1CC1CCCO1 (configuration not stated)	-2	-7	17	-12	13	0	i	16	-2	-4
Cc1ccccc1N1C(=O)Cc2ccccc2C1=O	12	0	4.7	-14	-6	-5	i	3	5	16
Cn1cnnc1SCC(=O)c1cc2ccccc2oc1=O	4	-28	1.0	3	2	16	i	5	-7	-24
CCOc1ccccc1NC(=O)Cn1nnc(C(=O)NCc2ccco2)c1N	4	11	0.1	3	1	5	i	-6	0	1
CC(C)(C)NC(=O)c1ccc(Cn2cc(C(F)(F)F)ccc2=O)cc1	10	0	0.7	9	2	-6	i	5	-2	4
CC(=O)OCC1OC(n2cc(F)c(=O)[nH]c2=O)C(OC(C)=O)C1OC(C)=O (configuration not stated)	-2	-5	-1.5	-18	1	-27	i	-4	-1	-11
O=C(CN1C(=O)NC(c2ccccc2)(c2ccccc2)C1=O)N1CCOCC1	-1	1	-0.5	-7	0	-2	i	0	3	-1
O=C(C1=C(Nc2ccccc2)c2ccccc2S(=O)(=O)N1)c1ccccc1	-5	0	0.5	5	-7	-7	.	2	-36	-68
C/C(=C\c1ccccc1)C(=O)Nc1ccc(Cl)cn1	0	-2	0.7	27	1	6	i	-4	2	-2
CC(C)NC(=O)Cc1ccc(Br)cc1	1	1	-2.6	5	4	-8	i	-2	2	8
S=C(NCc1ccc(Cl)c(Cl)c1)Nc1ccc2c(c1)OCO2	-1	6	-0.2	-6	-3	-9	i	-5	2	5
O=C(OC(C(=O)NC1CCCC1)c1ccc(F)cc1)c1ccno1 (configuration not stated)	0	2	0.3	4	3	-4	i	-4	4	6
CCOC(=O)C(Cc1c(F)cccc1Cl)c1ccno1 (configuration not stated)	1	1	-0.7	-2	12	-4	i	2	6	6
COc1ccc(CCNC(=O)CCNC(=O)c2ccc(Cl)cc2)cc1OC	0	2	-1.0	-14	0	-4	i	-3	1	0
Cc1ccc(OCc2cc(C(=O)N3CCN(C4CCCC4)CC3)no2)cc1C	-1	-1	0.5	-7	1	-2	i	-6	2	11
CCc1cccc(OCC(=O)Nc2ccccc2N2CCCC2)c1	2	-3	7.5	3	1	-6	i	2	1	13
FC(F)(F)c1cc(N2CCNCC2)c2ccccc2n1	1	-5	-3.0	-3	-1	-9	i	-2	-3	10
CCOC(=O)c1c(C)[nH]c(C)c1S(=O)(=O)NCCCN1CCOCC1	-2	1	-3.1	0	2	-3	i	-1	-2	4
Cc1ccc(NC(=O)c2ocnc2C)cc1Cl	0	1	0.8	12	0	-6	i	-6	1	-16
COc1ccc(CCNC(=O)Cc2ccsc2)cc1	-1	3	-0.1	3	1	1	i	-2	-5	3
COc1cccc(N=Nc2c(C)[nH]n(-c3ccccc3)c2=O)c1	2	6	2.7	10	-1	0	i	0	-22	6
COCCN1C(=O)COc2ccccc2C1C(=O)Nc1ccc2c(c1)OCCO2 (configuration not stated)	.	6	-0.3	-1	.	.	.	1	3	2

Pulled by structure from the entries so far, seven records:
SMILES	STEP block	MT1-MMP act inh	LMPTP block	SKN-1 inh	DNMT1 block	Scp1 inh	Rpn11 inh	NadD inh	SUMO1 PPI mod	CendR NRP1 mod
C=CCN(CC=C)C(=O)c1ccc(OC2CCN(S(=O)(=O)N(C)C)CC2)cc1	-3	1	-2.7	3	-1	-13	i	-7	3	22
O=C(Nc1cccc(-c2nnn(CC(=O)N3CCc4ccccc4C3)n2)c1)C1CCC1	1	2	1.4	16	-6	0	i	-3	-4	-3
COc1ccc(Cc2nc3ccc(C(=O)NCC4CCOCC4)cc3o2)cc1OC	10	3	0.1	3	1	-2	i	0	-6	3
Cc1ccc(NC(=O)c2ocnc2C)cc1Cl	0	1	0.8	12	0	-6	i	-6	1	-16
COc1ccccc1N(CC(=O)N/N=C(\C)c1ccccc1O)S(=O)(=O)c1ccc(C)cc1	2	-7	3.0	-3	-1	-9	i	10	6	14
O=C(NCCCNC(=O)c1ccccn1)c1ccc(Cl)cc1	2	-3	-1.0	16	1	-4	i	5	2	2
Cc1cc(N2C(=O)c3ccccc3C2=O)n(C)n1	-3	2	-1.9	3	1	-1	i	4	-13	10

Full records, quoted from the list. Order of screens: STEP block	MT1-MMP act inh	LMPTP block	SKN-1 inh	DNMT1 block	Scp1 inh	Rpn11 inh	NadD inh	SUMO1 PPI mod	CendR NRP1 mod
`COCCN1C(=O)COc2ccccc2C1C(=O)Nc1ccc2c(c1)OCCO2` (configuration not stated) is listed with .	6	-0.3	-1	.	.	.	1	3	2
`O=C(OC(C(=O)NC1CCCC1)c1ccc(F)cc1)c1ccno1` (configuration not stated) is listed with 0	2	0.3	4	3	-4	i	-4	4	6
`FC(F)(F)c1cc(N2CCNCC2)c2ccccc2n1` is listed with 1	-5	-3.0	-3	-1	-9	i	-2	-3	10

(listing goes on)
SMILES	STEP block	MT1-MMP act inh	LMPTP block	SKN-1 inh	DNMT1 block	Scp1 inh	Rpn11 inh	NadD inh	SUMO1 PPI mod	CendR NRP1 mod
CCCCCNc1nc2sc3c(c2c(=O)n1-c1cccc(Cl)c1)CCN(C)C3	2	-18	1.7	2	7	7	.	-2	-1	-30
O=C(CSc1nnnn1Cc1ccccc1)c1ccc(F)cc1	-1	1	0.6	11	0	-17	i	-5	-6	-7
COc1ccccc1NC(=O)CSc1nc2ncccc2[nH]1	1	15	-0.7	-4	-3	0	i	4	-2	-1
Cn1cccc1/C=C1\SC(=Nc2ccc(O)cc2)NC1=O	-5	29	0.6	0	-4	0	i	-2	-7	-17
O=C(NCCN1CCc2ccccc2C1)C1CCN(S(=O)(=O)N2CCC3(CC2)OCCO3)CC1	-3	-2	-0.4	-1	0	-4	i	1	-5	2
COc1cccc(NC(=O)c2ncn[nH]2)c1	-2	-2	0.1	-16	3	-5	i	3	5	8
O=C(NNc1c(Cl)cc(Cl)cc1Cl)c1n[nH]c(=O)c2ccccc12	1	3	-0.7	-12	3	-3	i	0	-1	-9
NC(=O)c1ccc(NC(=O)CNC(=O)c2sc3ccccc3c2Cl)cc1	10	-1	1.8	-15	3	2	i	0	-1	-36
O=C1NC(=O)c2cc(Oc3ccc([N+](=O)[O-])cc3)ccc21	3	0	-9.1	28	1	-4	i	2	-29	19
CSc1nc(N(C)NC(=O)c2ccc(Cl)cc2)c2ccccc2n1	-1	6	0.8	-10	-1	1	i	-2	0	-1

Source: PubChem BioAssay (Sanford-Burnham Center for Chemical Genomics)
